CRFR2-BP antag: CRF-BP/CRF-R2 complex antagonism; inhibition, % at 11.8 µM; HEK293 CRF-R2/CRF-BP, CRF-induced calcium fluorescence; 0.59% of 350,000 active;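 active means inhibition of the ligand-induced calcium signal above about 50% at the single tested concentration, limit read from the data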
IDE cell activ: boosts human insulin-degrading enzyme activity in HEK cells | 0.073% of 340,000 active | activation, % at 5.96 µM | P14735 | FAbeta-B cleavage, fluorescence polarization; 0% vehicle, 100% cell-free pure enzyme wells | AID 493087;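 active means activation above the mean of all tested compounds plus 3 SD, set per screening campaign, cut at about 17% in these data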
PHOSPHO1 block: PHOSPHO1 (human) inhibition; Q8TCT1; recombinant PHOSPHO1, absorbance phosphatase assay; inhibition, % at 13.3 µM; 1.1% of 290,000 active; AID 1565; in the data active means inhibition above about 60%
Target sequence (Q8TCT1 whole entry, looked up): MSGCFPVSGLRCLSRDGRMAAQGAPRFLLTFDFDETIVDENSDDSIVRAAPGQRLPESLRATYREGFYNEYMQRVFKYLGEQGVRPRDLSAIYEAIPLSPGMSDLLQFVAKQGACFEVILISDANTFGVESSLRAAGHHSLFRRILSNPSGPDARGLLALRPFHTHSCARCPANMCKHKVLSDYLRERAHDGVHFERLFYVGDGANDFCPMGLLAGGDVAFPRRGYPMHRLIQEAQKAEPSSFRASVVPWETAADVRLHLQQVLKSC
IDE inh: inhibitors of human insulin-degrading enzyme in cells; HEK cells, FAbetaB cleavage, fluorescence polarization; P14735; inhibition, % at 5.59 µM; 0.41% of 320,000 active; AID 434962;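 active means percent inhibition above the average of all tested compounds plus 3 SD, set per screening campaign, cut at about 16% in these data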;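 further: IDE supplied by intact live HEK cells; FP after avidin binding of uncleaved biotin substrate so inhibition keeps polarization high; 0% = DMSO wells and 100% = 60 µM reference IDE inhibitor Ii1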
pCIP destab: compounds decreasing mouse p/CIP protein stability; Q05BA5; F442A p/CIP-EGFP cells, EGFP fluorescence, 16 h; decrease of EGFP signal, % at 10 µM; 0.01% of 290,000 active; AID 1984;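 active means EGFP signal decrease of at least 30% at 10 µM or well 3 SD below plate mean, unless failing retest; inactive means the rest, including hits failing retest or dose response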; further: some compounds called inactive have numbers as strong as hits; many of its hits are not listed in these tables
GalR3 antagonist: blocks the human galanin receptor 3. AID 651719. 0.44% of 360,000 active. HEK293 GalR3-CNG cAMP membrane potential fluorescence; galR3 body fused to GalR1 C-terminus. inhibition, % at 3 µM;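 active means inhibition above the screen-wide average plus 3 SD, cut at about 13% in these data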;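 further: forskolin and galanin both at EC90 stimulate the cells; cAMP rise reported by CNG channel membrane potential dye signal; 0% = forskolin plus galanin with DMSO and 100% = forskolin alone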
Target sequence (O60755 1-299 limits assumed): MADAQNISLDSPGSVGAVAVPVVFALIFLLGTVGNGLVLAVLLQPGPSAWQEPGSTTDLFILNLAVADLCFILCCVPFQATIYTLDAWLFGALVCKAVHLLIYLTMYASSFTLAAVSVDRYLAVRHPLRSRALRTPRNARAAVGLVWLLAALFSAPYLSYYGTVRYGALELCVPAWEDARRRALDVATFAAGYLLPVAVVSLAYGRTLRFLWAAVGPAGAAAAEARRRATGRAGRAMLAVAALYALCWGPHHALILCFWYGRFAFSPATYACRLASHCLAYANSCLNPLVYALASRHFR
M4 PAM: positive allosteric modulators of human muscarinic M4 receptor | activation, % at 3 µM | CHO-K1 hM4/Gqi5, Fluo-8 calcium fluorescence, ACh EC20; 0% = ACh EC20, 100% = maximal ACh | AID 624126 | P08173 | 0.4% of 360,000 active;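 active means activation above its plate's cutoff, the mean activation of sample wells plus 3 SD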; further: some results filed as inactive read as strong as hits
Target sequence (P08173 whole entry, looked up): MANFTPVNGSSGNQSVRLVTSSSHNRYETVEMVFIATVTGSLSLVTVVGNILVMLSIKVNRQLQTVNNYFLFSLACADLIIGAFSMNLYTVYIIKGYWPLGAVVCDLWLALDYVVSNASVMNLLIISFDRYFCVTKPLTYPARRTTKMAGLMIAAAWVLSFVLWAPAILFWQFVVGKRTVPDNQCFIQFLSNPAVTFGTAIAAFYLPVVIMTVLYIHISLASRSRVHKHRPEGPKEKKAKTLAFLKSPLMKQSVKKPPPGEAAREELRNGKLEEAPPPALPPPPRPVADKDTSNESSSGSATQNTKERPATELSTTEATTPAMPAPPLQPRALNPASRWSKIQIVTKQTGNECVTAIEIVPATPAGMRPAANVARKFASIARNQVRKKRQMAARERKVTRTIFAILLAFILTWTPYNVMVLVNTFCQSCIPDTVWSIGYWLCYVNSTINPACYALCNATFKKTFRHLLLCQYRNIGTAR
MEKK3 PB1 HTS: MEKK3-MEK5 PB1 interaction, increase or decrease. bead-based flow cytometry, Alexa488-MEK5 binding to MEKK3; actives lie on both sides; 0 = blocked by unlabeled MEK5, 100 = vehicle. binding response (% of control), % at 10 µM. 1.4% of 290,000 active;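 active means binding response more than 3 SD above or below the average of its plate-row segment, actives on both sides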;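 further: Alexa488 bead fluorescence after subtracting the streptavidin-only scavenger bead signal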
CRFBP-R2 agonist: agonists of human CRF-binding protein/CRF-R2 receptor complex; HEK293 CRF-R2/CRF-BP, calcium dye fluorescence (FLIPR); percent of saturating CRF peptide response; activation, % at 13.2 µM; AID 588473; 0.46% of 350,000 active;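 active means activation of at least 50%, plus an integration ratio under a set limit after plate pattern correction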;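 further: plate controls were neutral control wells without compound for no effect and CRF at EC100 for full effect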
* = called active by the depositor; . = no result given; & = joins results of further samples.

SMILES | CRFR2-BP antag | IDE cell activ | PHOSPHO1 block | IDE inh | pCIP destab | GalR3 antagonist | M4 PAM | MEKK3 PB1 HTS | CRFBP-R2 agonist
Cc1ccc(C)c(NC(=O)C(=O)NCCCN2CCOCC2)c1 | 1 | 6 | 37 | 3 | 4 | -1 | 6 | 101 | -1.4
O=C(CS(=O)(=O)Cc1ccccc1)NCc1ccc2c(c1)OCO2 | -2 | 3 | -20 | 7 | 4 | -1 | 11 | 91 | -0.3
Cc1cccc(Oc2nccc(C(F)(F)F)c2C(=O)Nc2ccc(F)cc2F)c1 | -9 | 2 | -4 | -2 | -5 | -1 | 7 | 101 | -1.2
CC(=O)C1=C(O)C(=O)N(Cc2cccnc2)C1c1ccccc1 (configuration not stated) | -1 | -3 | 24 | -3 | 0 | -6 | 4 | 85 | -1.3
CN1CCN(Cc2cn[nH]c2-c2ccc(F)cc2F)[C@@H](c2ccccc2)C1 | 3 | 7 | 45 | -2 | -16 | -2 | -4 | 97 | -2.1
CC1=C(C(=O)N(C)C)CC(CC(=O)NCC2CCCCC2)C(=O)N1CCCN1CCCC1=O (configuration not stated) | 3 | . | . | . | . | 3 | 6 | . | 0.1
CCCCn1c(N)c(N(CCC(C)C)C(=O)c2cc(S(=O)(=O)N3CCOCC3)ccc2F)c(=O)[nH]c1=O | 8 | 3 | . | 0 | . | -2 | 13 | . | 2.4
C=CCn1c(CNc2ccccc2)nnc1SCC(=O)N/N=C/c1ccc(O)cc1O | 15 | 2 | 38 | -7 | -2 | 3 | 3 | 104 | 0.5
Cc1c(C(=O)NCc2ccco2)cccc1[N+](=O)[O-] | 9 | 2 | -5 | -2 | -4 | -4 | 4 | 110 | 2.3
Cc1ccc(CN2CCC(C(=O)Nc3ccc(Oc4cccnc4)cc3)CC2)cc1 | -14 | -5 | . | . | -6 | -2 | -5 | 102 | 3.5
CN1CCC2(CC1)C1CN(C)CC=C1C(C#N)=C(N)C2(C#N)C#N (configuration not stated) | -22&-12 | 3&-1 | 12&53 | -1&2 | -17&-17 | -2&-1 | 8&0 | 102 | 27&1.9
COc1ccccc1/C=C/C1NC(=O)NC(C)=C1C(=O)OC(C)C (configuration not stated) | 4 | -10 | 15 | 2 | 4 | -2 | -5 | 99 | 0.9
Cc1ccc(S(=O)(=O)NC2(C(F)(F)F)NC(=O)N(C)C2=O)cc1 (configuration not stated) | 6 | 0 | 25 | -3 | 8 | -4 | -5 | 96 | -0.7
COc1ccccc1N1C(=O)C2C(C(=O)c3ccccc3)=NN(c3ccccc3OC)C2C1=O (configuration not stated) | -18 | -5 | 14 | 7 | -13 | -7 | -7 | 65 | 26
CCCCn1c(=O)n(CC(O)c2ccccc2)c(=O)c2c1ncn2C1CCCC1 (configuration not stated) | -20 | 4 | 3 | -4 | -21 | -5 | -8 | 103 | -0.6
Cc1ccc(-n2nc3c(c2NC(=O)c2ccccc2Br)CS(=O)C3)cc1 (configuration not stated) | 15 | 0 | -4 | -3 | 7 | 0 | -4 | 101 | -0.4
CC1(C)Cc2ccccc2C(NN=C2CCCC2)=N1 | 4 | 1 | 20 | 6 | 1 | -8 | 4 | 102 | -0.4
COc1cc(/C=N/NC(=O)c2ccoc2C)ccc1OCCN1CCCCC1 | -5 | 7 | 22 | . | 6 | 0 | -5 | 102 | -2.2
COc1ccc(N(CC(=O)N2CCN(Cc3ccccc3)CC2)S(C)(=O)=O)c(OC)c1 | 7 | 2 | 47 | 2 | -1 | 5 | -1 | 97 | -0.4
Cc1ccc(-c2nnc3sc(CCc4ccccc4)nn23)cc1 | -23 | -3 | 4 | 5 | -6 | -1 | 3 | 100 | 0.0

Some of these compounds in order of number of heavy atoms, highest first:
SMILES | CRFR2-BP antag | IDE cell activ | PHOSPHO1 block | IDE inh | pCIP destab | GalR3 antagonist | M4 PAM | MEKK3 PB1 HTS | CRFBP-R2 agonist
C=CCn1c(CNc2ccccc2)nnc1SCC(=O)N/N=C/c1ccc(O)cc1O | 15 | 2 | 38 | -7 | -2 | 3 | 3 | 104 | 0.5
CN1CCN(Cc2cn[nH]c2-c2ccc(F)cc2F)[C@@H](c2ccccc2)C1 | 3 | 7 | 45 | -2 | -16 | -2 | -4 | 97 | -2.1
Cc1ccc(-c2nnc3sc(CCc4ccccc4)nn23)cc1 | -23 | -3 | 4 | 5 | -6 | -1 | 3 | 100 | 0.0

More compounds follow.
SMILES | CRFR2-BP antag | IDE cell activ | PHOSPHO1 block | IDE inh | pCIP destab | GalR3 antagonist | M4 PAM | MEKK3 PB1 HTS | CRFBP-R2 agonist
N#CCc1c[nH]c2ccc([N+](=O)[O-])cc12 | 2 | 5 | . | . | . | -3 | -1 | . | 0.8
CCOC(=O)CC[C@H](NC(=O)Cn1cnc2c(OCc3ccccc3)ncnc21)C(=O)OCC | -3 | 8 | . | 1 | . | -5 | -2 | . | -0.1
CCn1c(=O)c2ccccc2n(CC(=O)N2CCCc3ccccc32)c1=O | 21 | 6 | 49 | -3 | 7 | -7 | 2 | 101 | 0.8
O=Cc1cc(N=Nc2cccc(C(=O)O)c2)ccc1O | 1 | 6 | 53 | -1 | 0 | -5 | 4 | 89 | -1.4
CC(=O)N1CCC(=NNC(=O)c2cc3ccccc3cc2O)CC1 | 3 | 4 | 33 | 4 | 0 | -8 | 0 | 97 | 8.3
COCCOC(=O)C1=C(C)NC(=S)NC1c1cccs1 (configuration not stated) | 5 | -2 | 45 | 0 | -8 | -4 | -1 | 105 | -1.4
N#CCc1nc2n(n1)Cc1ccccc1-2 | -2 | 0 | 42 | 3 | 14 | -5 | 18 | 124* | -0.1
Cc1ccc(CNS(=O)(=O)c2c(N)n(C)c(=O)n(C)c2=O)cc1 | 8 | 0 | -14 | 4 | 9 | -2 | 5 | 98 | 3.9
COc1ccc([N+](=O)[O-])cc1NC(=O)COC(=O)c1ccccn1 | -3 | 0 | 16 | -6 | 10 | -4 | -3 | 100 | -1.1
COc1ccc(-c2csc(N(C)C(=O)c3ccco3)n2)cc1 | 1 | 0 | 13 | 4 | 8 | -6 | 0 | 115 | 2.8
CC(=O)Nc1cccc(NC(=O)CSc2nccn2Cc2ccccc2)c1 | -32 | 7 | 9 | 0 | -27 | -2 | -6 | 109 | 2.9
Cc1ccc(N/C(SCc2ccccc2C)=C(/C#N)C(=O)NCc2ccco2)cc1C | 0 | 2 | 13 | -6 | -5 | -5 | -21 | 107 | 3.5
O=C(c1ccc(F)cc1)N1CCN=C1c1ccccc1 | -2 | 3 | -18 | 7 | -14 | -12 | 21 | 103 | -0.9
CC(NS(=O)(=O)c1cccc(Cl)c1)C(=O)N(C)C1CCN(C)CC1 (configuration not stated) | 12 | 6 | -8 | 2 | -3 | 3 | -10 | 99 | -1.9
N#CC1=C(N)N(c2ccccc2)C(c2ccccc2)C1(C#N)C#N (configuration not stated) | 14 | 5 | -11 | -3 | -12 | -3 | 13 | 99 | -1.6
COc1cccc(CC(NC(C)=O)C(=O)NC2CCN(C(=O)C3CCCCC3)CC2)c1OC (configuration not stated) | -5 | 1 | 18 | . | -10 | -5 | -5 | 101 | 0.1
O=C(Nc1ccc2nc(-c3ccco3)[nH]c2c1)c1cccs1 | 23 | -11 | -3 | 1 | -15 | -2 | -9 | 104 | -0.9
COc1ccc(NC(=O)COC(=O)c2cc(=O)c3ccccc3o2)cc1OC | 5 | -3 | . | 0 | . | -5 | -2 | . | -4.4
CCOC(=O)Cc1c(C)nc2cc(-c3ccc(C)cc3)[nH]n2c1=O | -3 | 7 | 38 | 0 | 5 | -5 | 0 | 115 | -2.3
Nc1nnc(SCC(=O)c2ccc3c(c2)NC(=O)CO3)s1 | 5 | -5 | 32 | 4 | 1 | -4 | 10 | 99 | -0.9
Cc1ccc(NC(=O)c2cc(=O)[nH]c3ccccc23)cc1C | -4 | 0 | -6 | . | 8 | -10 | 8 | 104 | -1.2
COCCCn1c(=N)c(C(N)=S)cc2c(=O)n3cccc(C)c3nc21 | 3 | 2 | . | 4 | . | 1 | -3 | . | 0.4
CC1CN(S(=O)(=O)c2ccc(F)cc2)CN1C(=O)N1CCOCC1 (configuration not stated) | -8 | 1 | 54 | -2 | -4 | 2 | 1 | 99 | 2.3
CCOC(=O)CC(=O)CSc1nc2c(sc(=S)n2-c2ccccc2)c(=O)[nH]1 | 13 | 4 | 23 | 5 | -21 | -4 | 6 | 101 | -2.1
CN(Cc1cnn(C)c1)Cc1nc(Cc2ccccc2Cl)no1 | -14 | 3 | -10 | -1 | -2 | -2 | 0 | 104 | -0.7
CC(C)(C)OC(=O)N1Cc2ccccc2C[C@H]1C(=O)NCC(=O)NC1CCCCC1 | -1 | 5 | 49 | -1 | 6 | 2 | 3 | 101 | -0.9
Cc1cc(S(=O)(=O)n2ccnc2)c(Cl)cc1Cl | 8 | 0 | -3 | -4 | -10 | -2 | 8 | 114 | 1.7
Oc1ccc(O)c(Cc2nc3ccccc3s2)c1 | 53* | -1 | -8 | 7 | -6 | -1 | 11 | 98 | -0.5
CCOc1ccc(S(=O)(=O)N2CCOCC2)cc1NC(=O)CSCC(=O)Nc1ccc(OC)cc1 | -9 | 7 | . | . | . | -2 | 3 | . | -2.9
Cc1nc2ccc(S(=O)(=O)N(C)CC(=O)NC(C)c3ccccc3)cc2s1 (configuration not stated) | 5 | -9 | 64* | 2 | -13 | 1 | -8 | 101 | -2.3
c1ccc(Oc2ncnc3ccccc23)cc1 | 9 | -2 | . | . | . | -5 | 2 | . | -1.4
Cc1ccc2nc(SCC(=O)Nc3ccc(Cl)cc3)nc(=O)n2c1 | 1 | 4 | . | 4 | . | 3 | 3 | . | 0.2
NC(=O)CSc1nc2scc(-c3ccc(Cl)cc3)c2c(=O)n1Cc1ccccc1 | 2 | -2 | 3 | 9 | -17 | -5 | 4 | 99 | 1.9
COc1ccccc1N1CCN(C(=O)Oc2ccccc2)CC1 | -17 | -4 | 3 | -2 | 9 | -4 | 17 | 100 | -2.2
COc1ccc(CNC(=O)c2ccc[nH]2)cc1Cl | 5 | 2 | 33 | 3 | 10 | -5 | 1 | 100 | -0.1
CCOC(=O)c1sc(NC(=O)c2c(CC)noc2C)nc1C | -5 | 4 | . | 5 | . | 0 | 3 | . | 0.3
Cc1cc(NC(=O)Cc2ccccc2C)no1 | 1 | -2 | . | 5 | 11 | -4 | 0 | 100 | 1.1
CC(C(=O)NC1CCCC1)N(c1ccc(Oc2ccccc2)cc1)S(C)(=O)=O (configuration not stated) | 0 | -1 | 27 | 4 | -4 | -3 | 7 | 81 | 0.0
Cc1ccc(/C=C/C(=O)OC(C)C(=O)Nc2ncc(Cl)cc2Cl)o1 (configuration not stated) | -6 | 1 | -2 | -5 | -6 | 2 | 2 | 101 | -0.7
Cc1cccc(C(=O)OCC(=O)NCC2COc3ccccc3O2)c1 (configuration not stated) | 3 | 4 | . | 0 | . | -7 | 0 | . | -1.2
CCNc1nc(C(=O)O)nc(N2CCOCC2)n1 | -7 | -2 | 53 | -1 | 0 | -2 | 10 | 99 | 0.7
Cc1ccc(C(=O)NNC(=O)c2ccco2)cc1 | 9 | 2 | -9 | 2 | -10 | 1 | 7 | 100 | -1.1
O=c1ccnc(NCCc2ccccc2)[nH]1 | 3 | 3 | 1 | 4 | -1 | 2 | 5 | 102 | 0.1
CC(=O)Nc1ccc(NS(=O)(=O)c2cc(Cl)ccc2Cl)cc1 | -7 | 4 | 18 | -2 | -16 | -3 | 8 | 107 | 0.3
O=C(CCC(=O)N1CCN(S(=O)(=O)c2ccc(Cl)cc2)CC1)Nc1ccc2ccccc2c1 | 2 | -2 | -13 | 1 | -8 | -7 | -11 | 92 | 10
CCCc1cc(=O)[nH]c(SCC(=O)NC)n1 | 5 | 2 | 15 | -9 | -3 | 0 | 7 | 99 | -0.3
